# DAX1 inh-1 = NR0B1 (DAX1) inhibition | inhibition, % at 6.75 µM | P51843 | AID 504766 | HEK293 Gal4-DAX1 luciferase reporter, luminescence | hit rate 0.99% among 340,000;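 active = inhibition above the mean over all tested compounds plus 3 SD, cut at about 4.2% in these data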;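 also: 0% = DAX1-transfected cells with DMSO and 100% = empty-vector control cells with DMSO; inhibition shows as a rise in luminescence from relieved DAX1 repression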
# Target sequence (P51843 207-470 limits assumed): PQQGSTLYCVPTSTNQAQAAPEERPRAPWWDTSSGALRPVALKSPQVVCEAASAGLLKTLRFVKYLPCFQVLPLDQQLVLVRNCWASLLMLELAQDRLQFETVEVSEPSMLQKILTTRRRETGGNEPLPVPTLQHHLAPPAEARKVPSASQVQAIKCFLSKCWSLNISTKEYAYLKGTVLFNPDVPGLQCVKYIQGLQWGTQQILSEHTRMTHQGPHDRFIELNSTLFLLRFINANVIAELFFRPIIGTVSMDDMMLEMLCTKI
# hgDAF12 agonist = agonists of H. glycines DAF-12 nuclear receptor | AID 687014 | activation, % at 6.8 µM | HEK293 GAL4-hgDAF12 UAS-luciferase reporter, agonist luminescence; normalized to butyrate control | hit rate 1.8% among 370,000;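 active = activation above a cutoff set at the mean of all screened compounds plus 3 SD, cut at about 10% in these data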;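 also: 0% = DMSO wells and 100% = sodium butyrate wells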
# PG9 binder = PG9 antibody binding by small molecule | TR-FRET gp120-PG9 antibody binding | inhibition, % at 6.7 µM | hit rate 0.43% among 360,000 | AID 624416; in the data active = inhibition above about 8.5%
# NPR1 activator = GC-A (human) enzyme activation; HEK293 GC-A cells, cGMP TR-FRET, EC30 ANP; 0% at EC30 ANP, 100% saturating ANP; hit rate 0.14% among 370,000; AID 1671463; activation, % at 10 µM; in the data active = activation above about 40%
# ssDAF-12 act = activators of S. stercoralis DAF-12 nuclear receptor; HEK293 ssDAF-12/GRIP1 lit1-tk-luc reporter, luminescence; % of 3 µM dafachronic acid response; activation, % at 6.8 µM; hit rate 1% among 370,000; AID 652126;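 active = activation above the mean over all tested compounds plus 3 SD, cut at about 0.9% in these data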;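 also: 0% = DMSO-only wells and 100% = 3 µM delta7-dafachronic acid wells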
# ADAM17 inh = inhibits human ADAM17; hit rate 0.83% among 370,000; P78536; inhibition, % at 6.95 µM; recombinant ADAM17, EDANS/DABCYL FRET peptide cleavage;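 active = inhibition above the mean of compounds lying between control limits plus 3 SD, set per campaign, cut at about 8.5% in these data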;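 also: 0% = DMSO-only wells as the low control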
# Target sequence (P78536 215-824 limits assumed): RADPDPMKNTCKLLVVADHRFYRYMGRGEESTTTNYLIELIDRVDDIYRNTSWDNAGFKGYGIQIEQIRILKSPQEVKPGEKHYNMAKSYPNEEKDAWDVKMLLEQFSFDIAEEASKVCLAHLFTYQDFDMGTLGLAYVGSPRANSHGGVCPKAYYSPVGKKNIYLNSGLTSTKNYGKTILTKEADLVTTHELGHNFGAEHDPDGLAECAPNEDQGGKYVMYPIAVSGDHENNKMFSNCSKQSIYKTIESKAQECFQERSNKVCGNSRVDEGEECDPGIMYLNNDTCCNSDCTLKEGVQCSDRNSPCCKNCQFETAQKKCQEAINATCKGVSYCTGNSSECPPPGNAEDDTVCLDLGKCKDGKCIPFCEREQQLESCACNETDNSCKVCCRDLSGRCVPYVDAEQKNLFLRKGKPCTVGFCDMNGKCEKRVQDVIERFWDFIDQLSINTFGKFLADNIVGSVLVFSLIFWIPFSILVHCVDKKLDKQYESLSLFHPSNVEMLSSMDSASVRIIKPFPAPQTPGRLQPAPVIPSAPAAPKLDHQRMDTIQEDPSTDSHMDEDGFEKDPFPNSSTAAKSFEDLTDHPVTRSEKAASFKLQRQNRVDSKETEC
# DAX1 inh-2 = blocks DAX1 repression of SF-1 activated StAR promoter; HEK293T StAR-luciferase reporter, SF-1/DAX-1 repression relief; inhibition, % at 6.8 µM; hit rate 1.1% among 370,000; AID 652010;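 active = inhibition above the mean over all tested compounds plus 3 SD, cut at about 3.6% in these data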;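 also: 0% = DAX-1 cells with DMSO and 100% = cells lacking DAX-1 with DMSO; higher inhibition means more luminescence from relief of DAX-1 repression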
# FXN GAA850 act = frataxin GAA850 promoter activation. HEK293 lucGAA850 FXN promoter luciferase reporter, 24 h; percent of 10 µM SAHA response. activation, % at 6 µM. hit rate 0.56% among 360,000. AID 540364;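 active = activation above the average of all compounds screened plus 3 SD, cutoff fixed separately per campaign, cut at about 7.5% in these data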;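 also: 0% = DMSO wells and 100% = 10 µM SAHA wells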
# ADAM10 inh = inhibits human ADAM10; recombinant ADAM10, EDANS/DABCYL FRET peptide cleavage, 3 h; inhibition, % at 7 µM; hit rate 0.62% among 370,000;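 active = inhibition above a per-campaign cutoff equal to the mean of compounds falling between control-based bounds plus 3 SD, cut at about 20% in these data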;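 also: 0% = DMSO wells while the 100% control is not disclosed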
# SMARCA2 act = activators of SMARCA2 function. MG213 cells, MMTV-luciferase reporter, dexamethasone, overnight. activation, % at 9.1 µM. hit rate 1% among 370,000. AID 652017; in the data active = activation above about 7.8%;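 also: 0% = vehicle wells and 100% = reference activator wells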
# hcDAF12 agonist = H. contortus DAF-12 activation, primary screen; HEK293 hcDAF-12 lit1-tk-luc reporter, luminescence; 0% DMSO, 100% Δ7-dafachronic acid; activation, % at 6.8 µM; hit rate 1.4% among 370,000; AID 652067;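 active = activation above the mean of all tested compounds plus 3 SD, cut at about 5.5% in these data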;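 also: 100% = response to 3 µM Δ7-dafachronic acid high control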
# The depositor's hits bear a star; i = inactive; x = not tested or not shown.
SMILES,PG9 binder,SMARCA2 act,FXN GAA850 act,hgDAF12 agonist,NPR1 activator,ADAM17 inh,DAX1 inh-2,ssDAF-12 act,DAX1 inh-1,hcDAF12 agonist,ADAM10 inh
C/C(Nc1ccc(Cl)c(Cl)c1)=C1/CCOC1=O,-0.3,4,-1.2,-1.3,0,2,-0.3,-1.7,0.9,1.0,-3
CCc1c(-c2cccc(Cl)c2)ncn1Cc1cccc(-c2ccccc2)c1,1.1,-3,x,-0.8,-6,-1,-0.5,-0.8,x,-1.3,-6
CSc1nsc(SCC(=O)Nc2ccc(C(=O)O)cc2)n1,-1.9,2,0.5,1.1,0,-3,0.4,-0.1,0.9,1.5,-4
CC[C@@]1(C(=O)OC)N[C@H](CN(C)C(=O)Nc2ccc(C)cc2)[C@@H]2C(=O)N(C)C(=O)[C@@H]21,-0.8,3,0.2,3.6,1,-2,-0.3,-0.8,-1.5,-2.0,-1
S=C(NCc1ccco1)NCc1ccco1,1.7,-3,-0.1,-0.7,5,-6,-1.6,-0.7,0.7,-0.7,-8
CCC(C)NC(=O)C1CCN(S(=O)(=O)N2CCOCC2)CC1 (configuration not stated),1.0,-4,0.7,0.9,2,-1,0.2,-1.9,0.3,1.9,-2
Cc1ccc(NC(=O)NC(=O)CN2CCC(C(N)=O)CC2)c(C)c1,0.2,5,5.6,3.5,1,-5,0.0,-0.3,2.3,4.3,-3
C/C(=N\O)c1ccc2c(c1)CC(C)O2 (configuration not stated),0.4,0,0.9,0.7,3,-1,-0.2,-0.9,-1.1,1.9,-6
COc1ccccc1-c1ccc(SCc2ccc(F)cc2)nn1,-1.2,2,1.9,5.4,0,-1,1.9,0.2,-0.5,-0.1,-2
CCCC1S/C(=N/N=C/c2ccc(C)cc2)N(Cc2ccc(OC)cc2)C1=O (configuration not stated),-0.6,-3,1.5,2.8,-1,-1,0.1,-1.6,-0.5,0.1,-9
CCCS(=O)(=O)NC(=O)C1(C)CCN(C(=O)c2cc(C)on2)C1 (configuration not stated),2.6,-5,1.6,1.4,0,7,-0.1,-1.2,x,0.5,5
CC12C(=O)N(c3ccc(OC(=O)c4ccco4)cc3)C(=O)C1C1c3ccccc3C2c2ccccc21 (configuration not stated),-2.3,-3,0.5,-0.2,-1,0,-0.6,-1.0,0.3,1.4,4
Cc1ccc(N(CC(=O)N2CCN(C3CCCCC3)CC2)S(=O)(=O)c2cccnc2)cc1,0.5,1,-0.2,3.3,3,-5,0.4,-1.2,-1.0,-1.4,-3
Cc1nc(N)nc(C)c1Cc1ccccc1,-4.7,2,0.2,2.2,5,1,-0.1,-1.3,1.2,-1.7,0
CC(C)CCNC(=O)C1CCN(S(=O)(=O)c2ccc(-n3cnnn3)cc2)CC1,0.1,-4,3.2,-1.6,0,0,-0.3,-1.5,-0.3,-1.4,-2
CCN(CC)C(=O)C1CCCN(Cc2ccccc2F)C1 (configuration not stated),0.5,-1,0.6,0.2,0,2,0.1,-1.7,3.2,-0.6,9
CCS(=O)(=O)N1CCC(c2nc3ccccc3[nH]2)CC1,-3.1,2,0.9,1.4,-3,1,0.5,-1.2,0.5,3.4,0
O=S1(=O)CCOCC(CO)N1Cc1cccc(Br)c1 (configuration not stated),x,-1,x,4.0,-5,-3,-0.5,-1.5,x,-0.2,-2
Oc1ccccc1C1Nc2cccc3cccc(c23)N1,-3.6,-1,2.9,-0.7,4,0,-0.1,0.5,0.6,2.4,8
O=C(CNC(=O)c1ccccc1)NCc1ccc(Cl)cc1,0.6,-1,0.6,0.3,5,-1,0.7,0.2,-0.4,0.9,-1
Cc1cc(C)n2nc(SCc3nnc(SCc4ccccc4)s3)nc2n1,0.2,-3,-2.0,-0.2,3,-4,-0.8,-1.3,0.0,-1.8,9
O=C(Nc1ccc2c(c1)C(=O)N(CC1CCCO1)C2=O)c1ccc(Cl)c(Cl)c1 (configuration not stated),0.3,-2,0.1,1.6,7,-16,-0.4,-0.9,-0.1,2.0,-57
CC(=O)NCCNc1nc2cc(-c3cnn(CCC(C)C)c3)sc2c(=O)n1C,-0.2,2,-3.9,-3.4,-3,-5,-2.1,-1.4,x,-3.8,-27
CCC(C)NC(=O)CSC1=Nc2ccccc2C2=NC(c3ccccc3)C(=O)N12 (configuration not stated),-3.6,4,3.0,-0.5,-8,-69,0.6,-0.3,1.0,-1.3,-258
OCCC1CN(Cc2cnc(-c3ccccc3)s2)CCN1Cc1ccccc1 (configuration not stated),0.0,-2,3.2,-2.7,4,0,-0.6,-1.0,-0.5,-2.0,3
CN(C)CCNc1nc2sc3c(c2c(=O)n1-c1ccc(F)cc1)CCCCC3,-2.0,2,2.9,-1.4,-7,-2,0.2,-0.9,-0.3,1.3,6
N#Cc1nc(-c2ccccc2F)oc1N1CCCCC1,1.0,0,4.7,-0.7,2,i,-0.5,-0.8,0.1,-2.5,i
CCOC(=O)COn1c(=O)c(-c2ccc(Br)cc2)[n+]([O-])c2ccccc21,-1.2,0,0.0,3.9,2,-9,0.5,-0.1,-0.7,1.7,-39
Cc1ccc(NC(=O)CNC(=O)c2cccs2)cc1S(=O)(=O)Nc1ccc(Cl)cc1,-2.4,1,-2.1,-2.1,-4,6,-0.4,-1.1,-0.4,-2.5,14
COc1ccc(C(=O)Nc2cc(C)nn2-c2cccc(F)c2)cc1OC,0.8,0,0.1,-1.4,2,-9,-0.2,-0.9,0.5,-1.2,3
Oc1ccccc1N1CCN(c2ncnc3scc(-c4ccccc4)c23)CC1,-3.1,-2,-0.4,-2.1,-9,6,-0.3,-1.1,-0.9,4.2,7
Cc1cc(C(=O)NNS(=O)(=O)c2cccc(Cl)c2)nn1C(C)(C)C,1.1,-4,-0.6,-0.6,3,0,0.5,-1.0,4.2*,-1.1,-2
CCCCN1C(=O)C2C(c3ccc(OC)cc3O)NC(CC(C)C)(C(=O)O)C2C1=O (configuration not stated),-2.5,0,0.5,4.3,2,-3,0.3,-1.7,1.2,2.3,-13
COCCn1c(C)cc(/C=N/NC(=O)c2cccnc2)c1C,-0.4,2,1.0,2.2,1,-2,0.4,-1.1,1.9,1.5,-1
O=C(NCCc1ccccc1)C(=O)NCCC1CCCCN1S(=O)(=O)c1ccccc1 (configuration not stated),-1.4,-1,0.0,-0.1,-2,-4,0.6,-1.5,1.4,-1.9,6
CN(C(=O)c1ccccn1)c1nnc(-c2cccnc2)s1,-0.4,2,1.5,3.6,-5,-3,-0.1,-0.9,2.2,-0.6,-7
CC(C)(C)n1nnnc1C(c1cccnc1)N1CCN(C2CCCCC2)CC1 (configuration not stated),-0.3,-1,1.6,-1.5,-2,-4,0.7,-1.7,0.1,-0.7,3
Cc1ccc2nc(NC(=S)NC(=O)c3cccs3)sc2c1,0.3,6,3.3,11*,10,-1,1.3,0.9*,2.4,7.2*,-9
Cc1ccc2nc(SCC(=O)Nc3ccc4c(c3)OCO4)nc(=O)n2c1,1.4,-2,3.2,1.5,0,0,-3.9,-0.5,-0.2,-0.5,-2
CCC1CCCCN1C(=O)c1c(-c2ccccc2)noc1C (configuration not stated),0.2,2,1.0,-0.6,-1,1,0.4,-1.2,-0.3,-1.4,2
Cc1ccc(C(=O)O)cc1-c1ccc(/C=C2\SC(=O)N(CC(=O)Nc3ccc4c(c3)OCO4)C2=O)o1,-3.4,-1,3.0,-0.4,2,-3,1.7,-1.1,0.2,-0.2,-7
O=C1N(Cc2cccnc2)C[C@@H]2C[C@@H](c3cccc(OC4CCCC4)c3)N3CCC[C@@]123,-0.7,-3,2.5,0.3,-1,1,-0.4,0.0,-0.3,-0.2,-9
CN(c1nc2c(c(=O)n(C)c(=O)n2C)n1CC(=O)c1ccccc1)C1CCCCC1,0.6,-2,2.7,1.3,-2,-4,-0.3,-1.1,-0.9,-2.0,-2
CC(=O)c1ccc(NC(=O)COC(=O)CCc2ccc(S(=O)(=O)N3CCOCC3)cc2)cc1,-0.8,5,1.3,-1.8,-1,0,0.5,-0.8,0.4,-1.4,4
Cc1cc(C(=O)OC(C(=O)Nc2cccc(C(F)(F)F)c2)c2ccccc2)c(C)o1 (configuration not stated),-1.5,-1,1.7,-3.0,-3,16*,-0.1,-0.6,-0.2,-2.4,30*
COC(=O)c1ccc(OCCOc2ccccc2C)cc1,0.1,0,3.3,-1.5,3,1,-0.8,-1.1,0.2,-2.3,-3
COC(=O)Cn1cc(C#N)c2ccccc21,0.3,0,-1.0,1.9,-20,-3,-0.2,-0.5,-0.9,1.2,-2
CC(=O)N1N=C(c2ccc(C)cc2)OC1c1cccnc1 (configuration not stated),0.9,0,0.9,2.2,7,-2,-0.4,-2.0,-0.7,-1.0,0
O=C(COC(=O)c1ccc([N+](=O)[O-])o1)Nc1ccc(Br)cc1F,-3.0,0,-0.8,3.6,0,1,-1.1,-1.1,-0.2,-0.4,0
COc1ccc(N2C(=O)c3n[nH]c(C)c3C2c2ccccc2)cc1 (configuration not stated),1.9,0,x,1.6,-17,3,0.8,-0.5,x,-0.8,-1
COc1cnn(-c2ccc(C)cc2)c(=O)c1Cl,-2.3,3,4.4,12*,-6,-1,0.8,-1.0,0.2,2.7,3
Cc1ccc(C(=O)OCC(=O)NC2CCCCC2)cc1S(=O)(=O)N1CCCCC1,-2.8,-1,0.6,1.9,4,-1,1.4,-1.3,0.5,-0.3,-10
CCCN1CNc2c(c(=O)[nH]c(=S)n2CCc2cccc(Cl)c2Cl)C1,x,x,x,0.8,-2,-8,x,-1.7,x,-0.6,-14
CCOc1ccc(C(=O)NC2C(=O)N3C(C(=O)O)=C(COC(C)=O)CSC23)cc1OCC (configuration not stated),-0.9,1,0.5,1.2,2,-4,4.4*,-0.9,-1.4,-0.1,-7
COc1ccccc1-c1ccc(/C=C2/C=C(CC(C)C)OC2=O)o1,-1.5,-2,2.6,-0.5,3,-232,-0.4,-1.4,1.7,0.5,i
CCCCN1C(=O)C(C#N)CC2=C1CC(C)(C)CC2=O (configuration not stated),-0.6,-5,-0.3,0.5,-1,-1,-1.5,-0.9,-0.7,-1.3,-17
CCc1nccn1CCC(=O)NC1CC(C)(C)Cc2c1cnn2-c1ccc(OC)cc1 (configuration not stated),-3.2,-2,-1.1,-0.8,3,-1,0.3,-1.0,0.1,-0.1,4
CCOC(=O)C1=C(C)Nc2ccccc2N=C1NC(=O)C(c1ccccc1)c1ccccc1,-1.4,3,-3.5,-2.6,-12,1,-0.3,-1.7,0.0,-1.5,2

# Profiles, looked up by structure. Screens in order: PG9 binder, SMARCA2 act, FXN GAA850 act, hgDAF12 agonist, NPR1 activator, ADAM17 inh, DAX1 inh-2, ssDAF-12 act, DAX1 inh-1, hcDAF12 agonist, ADAM10 inh
# CCOc1ccc(C(=O)NC2C(=O)N3C(C(=O)O)=C(COC(C)=O)CSC23)cc1OCC (configuration not stated) across the screens: -0.9, 1, 0.5, 1.2, 2, -4, 4.4*, -0.9, -1.4, -0.1, -7
# CC(=O)N1N=C(c2ccc(C)cc2)OC1c1cccnc1 (configuration not stated) across the screens: 0.9, 0, 0.9, 2.2, 7, -2, -0.4, -2.0, -0.7, -1.0, 0

# Source: PubChem BioAssay
